Screening results as filed in PubChem BioAssay.
hERG rescue: compounds protecting human hERG from proarrhythmic drug block; CHO-hERG, FluxOR thallium flux, dofetilide IC70 present; activation (rescue from dofetilide block), less the hit threshold, % at 10 µM; hit rate 0.51% among 310,000; AID 1511;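 active means activation above the mean of controls blocked by dofetilide plus 5 SD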;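 further: thallium influx through hERG after potassium depolarization seen as dye fluorescence rise; in these data hits start at about 4.7%; inactives centre near -7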
KCNQ1 act: potentiators or activators of human KCNQ1 potassium channel; AID 2648; P51787; hit rate 0.35% among 310,000; B-score at 10 µM; CHO-K1 KCNQ1, thallium flux FluxOR fluorescence; hits give high values;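 active means fluorescence ratio B-score, a plate-corrected score, at least three library SD, with initial intensity B-score within 5 SD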
Target sequence (P51787 whole entry, looked up): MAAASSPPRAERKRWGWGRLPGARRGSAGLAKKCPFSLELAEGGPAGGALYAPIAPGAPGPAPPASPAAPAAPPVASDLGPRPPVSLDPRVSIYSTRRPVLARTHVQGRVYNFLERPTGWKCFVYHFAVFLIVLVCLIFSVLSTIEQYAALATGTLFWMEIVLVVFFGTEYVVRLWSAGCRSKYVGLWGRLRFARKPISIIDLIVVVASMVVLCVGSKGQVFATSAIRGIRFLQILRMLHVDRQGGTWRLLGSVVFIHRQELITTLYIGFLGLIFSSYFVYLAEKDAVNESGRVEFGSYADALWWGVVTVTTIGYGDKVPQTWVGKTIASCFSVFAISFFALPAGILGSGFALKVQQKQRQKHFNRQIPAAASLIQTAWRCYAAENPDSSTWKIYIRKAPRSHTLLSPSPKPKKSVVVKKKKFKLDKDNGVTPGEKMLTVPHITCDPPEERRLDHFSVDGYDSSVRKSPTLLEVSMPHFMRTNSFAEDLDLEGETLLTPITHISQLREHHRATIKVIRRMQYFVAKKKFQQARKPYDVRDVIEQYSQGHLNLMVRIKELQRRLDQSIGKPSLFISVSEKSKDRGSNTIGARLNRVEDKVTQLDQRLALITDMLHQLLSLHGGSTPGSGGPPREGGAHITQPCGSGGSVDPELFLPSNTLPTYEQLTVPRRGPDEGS
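System: CHO-K1 cells stably expressing KCNQ1 / Medium: assay buffer for compound exposure, DMSO matched across wells / Reagent: thallium- and potassium-containing depolarizing buffer / Compound: one concentration, matched DMSO / Incubation: 20 min compound pretreatment at room temperature / Measured by: kinetic FluxOR fluorescence, 10 s baseline plus 110 s post-stimulus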
KCNQ1 block: human KCNQ1 channel inhibition; P51787; CHO-K1 KCNQ1, FluxOR thallium flux fluorescence; hits give high values; B-score at 10 µM; hit rate 1.3% among 310,000;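 active means compounds whose thallium flux B-score, printed positive for inhibition, exceeds three library SD while starting fluorescence stays within three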;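 further: channel opened by potassium depolarization with thallium stimulus after 20 min compound exposure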
ANO1 block: blocks the mouse calcium-activated chloride channel TMEM16A; HEK293 TMEM16A/YFP iodide influx fluorescence, ionomycin; normalized B-score (activity score, 25-100; higher = stronger inhibition) at 10 µM; hit rate 1.2% among 310,000; AID 588511;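 active means ratio plate-corrected score three or more library SD toward inhibition, starting fluorescence score within five deviations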;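 further: score derived from kinetic fluorescence span divided by baseline fluorescence per well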
KCNK3 block: human KCNK3 channel inhibition, primary screen | O14649 | CHO-KCNK3 thallium flux, FluxOR fluorescence; hits give low values | B-score at 10 µM | hit rate 0.84% among 340,000 | AID 602410;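 active means B-score under library mean minus 4 SD, starting fluorescence ratio at most library mean plus 5 SD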;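 further: more negative B-score means stronger inhibition of thallium flux through KCNK3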
Target sequence (O14649 whole entry, looked up): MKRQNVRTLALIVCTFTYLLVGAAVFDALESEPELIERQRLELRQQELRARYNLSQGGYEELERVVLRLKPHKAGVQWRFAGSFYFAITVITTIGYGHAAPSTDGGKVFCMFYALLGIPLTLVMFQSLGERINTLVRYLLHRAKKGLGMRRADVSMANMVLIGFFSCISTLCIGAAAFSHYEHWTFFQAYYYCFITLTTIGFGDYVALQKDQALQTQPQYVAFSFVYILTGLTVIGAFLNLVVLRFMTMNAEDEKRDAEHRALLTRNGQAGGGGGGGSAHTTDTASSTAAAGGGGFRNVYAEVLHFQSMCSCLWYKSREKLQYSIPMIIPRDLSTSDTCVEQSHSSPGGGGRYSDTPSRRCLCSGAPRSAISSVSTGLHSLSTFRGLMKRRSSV
ANO1 activ: activators or potentiators of mouse TMEM16A chloride channel; hit rate 0.3% among 340,000; B-score at 10 µM; HEK293 TMEM16A/YFP-H148Q/I152L, iodide quench fluorescence; hits give low values;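 active means fluorescence-ratio B-score plate-corrected deviation score at least 3 library SD below zero, with starting fluorescence score within 5 deviations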;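 further: channel opened by trigger with iodide after compound preincubation; score built on the fluorescence ratio of max minus min over baseline; more negative score means more quench and so TMEM16A activation or potentiation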
TRPC4 potent: TRPC4 (mouse) allosteric potentiation; Q9QUQ5; HEK293 TRPC4beta/mu-opioid, DAMGO EC20, Fluo-4 Ca2+ flux; hits give high values; B-score at 10 µM; hit rate 0.42% among 310,000;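 active means B-score of calcium response area above 5 SD of library B-scores, with initial fluorescence ratio within 5 SD of library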;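 further: B-score of integrated fluorescence ratio over time as area under calcium response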
KCNK9 inh: blocks the human KCNK9 two-pore domain potassium channel; B-score at 10 µM; HEK293 KCNK9, FluxOR thallium flux fluorescence; hits give low values; Q9NPC2; AID 488922; hit rate 1.2% among 310,000;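 active means ratio B-score over 3 SD below the library mean, with starting fluorescence within 5 SD of its mean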;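 further: negative B-score means less thallium flux so channel inhibition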
TRPC4 agonist: TRPC4 (mouse) channel activation | HEK293 TRPC4beta/mu-opioid, Fluo4 calcium fluorescence; hits give high values | B-score at 10 µM | hit rate 0.49% among 310,000;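 active means B-score above 5 SD of library B-scores, and initial fluorescence ratio not above library mean plus 5 SD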;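 further: positive B-score marks a calcium rise read as TRPC4 activation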
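Assay system – TRPC4beta and mu-opioid receptor HEK293 stable cells · Measured by – Fluo4 fluorescence, kinetic · Schedule – dye loading 45 min room temperature, 110 s kinetic read · Read-out – B-scored integrated calcium fluorescence ratio · Controls – buffer and maximal DAMGO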
HDAC3 inhib: human HDAC3 inhibition. recombinant HDAC3, fluorogenic peptide/trypsin coupled, fluorescence. hit rate 0.15% among 320,000. O15379. inhibition, % at 8.3 µM. AID 2718; in the data active means inhibition above about 26%, passing the limit was not always enough; inconclusive means no clear call, values can overlap the other calls
Dyrk1A ADPGlo: blocks rat Dyrk1A kinase activity. hit rate 0.43% among 310,000. inhibition, % at 12.5 µM. ADP-Glo luminescence, NFATc1 peptide; in the data active means inhibition above about 50%;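 further: plate controls were vehicle with enzyme for no effect and no enzyme for full effect; many of its hits are not listed in these tables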
* = called active by the depositor; i = inactive; ? = inconclusive; . = not tested or not shown. This is a subset. The share of hits here may be higher or lower than overall.

SMILES	hERG rescue	KCNQ1 act	KCNQ1 block	ANO1 block	KCNK3 block	ANO1 activ	TRPC4 potent	KCNK9 inh	TRPC4 agonist	HDAC3 inhib	Dyrk1A ADPGlo
COc1cc(C2NC(=S)NC(C)=C2C(=O)Nc2cc(C)cc(C)c2)ccc1O (stereo not given)	-12	i	i	i	i	i	10*	i	i	8	-4
Cn1c(SCc2ccccc2)nnc1-c1ccncc1	-16	i	i	i	i	i	i	i	i	1	6
CCn1c(SCC(=O)c2ccccc2)nnc1-c1cccs1	-17	i	i	i	i	i	i	i	i	2	-6
CCOc1ncccc1C(=O)Nc1nc(SC)ns1	-10	i	i	i	i	i	i	i	i	0	-6
CCOc1ccccc1NC(=O)Cc1coc2cc(C)ccc12	-7	i	i	i	i	i	i	i	i	10	2
CN(CC(=O)Nc1ccccc1Br)CC(=O)Nc1ccccc1C(F)(F)F	0	i	i	i	i	i	i	i	i	5	-4
CCc1nc(N)c(C#N)c(-c2ccccc2OC)c1C	-5	i	i	i	i	i	i	i	i	-9	7
COc1ccc(CNC(=O)CN2CCC(n3nnc4cc(F)ccc43)CC2)cc1	-5	i	i	i	i	i	i	i	i	2	10
CCc1ccc(OCC(=O)N/N=C(\C)c2ccc3c(c2)OCCO3)cc1	-7	i	i	i	i	i	i	i	i	-1	1
Cc1ccc(S(=O)(=O)NCC(C)NS(=O)(=O)c2ccccc2[N+](=O)[O-])cc1 (stereo not given)	-8	i	i	i	i	i	i	i	i	?	1
COc1ccc(C2NC(=O)CS2)cc1OC (stereo not given)	-7	i	i	i	i	i	i	i	i	-7	-16
CC(=O)N(C(C)=O)N1C(=O)/C(=C/c2ccc(Cl)cc2)SC1=S	-5	i	i	i	i	i	i	i	i	13	3
COc1ccccc1CCC(=O)N1CCC(n2nccc2NC(=O)C2CCOC2)CC1 (stereo not given)	-6	i	i	i	i	i	i	i	i	-11	3
CC1(NC(=O)NCCCCCCNC(=O)NC2(C)CCS(=O)(=O)C2)CCS(=O)(=O)C1 (stereo not given)	-7	i	i	i	i	i	i	i	i	0	-6
Cc1cccc(-c2n[nH]c([N+](=O)[O-])n2)c1	-5	i	i	i	i	i	i	i	i	1	1
O=C(CCSCc1cccc(Cl)c1)NCCc1ccc(Cl)cc1	-1	i	i	i	i	i	i	i	i	2	3
CC(C)C[C@H](CO)Nc1nc(N(C)c2cccc(Cl)c2)c2ncn(C(C)C)c2n1	-7	i	i	i	i	i	i	i	i	12	7
Cc1ccc(Cl)cc1N1CCN(S(=O)(=O)c2ccc3[nH]c(=O)c(=O)[nH]c3c2)CC1	-4	i	i	i	i	i	i	i	i	-9	5
COc1ccc(C(=O)C2CCN(CC(=O)Nc3ccc(C)cc3)CC2)cc1	-7	i	i	i	i	i	i	i	i	11	0
O=C(Nc1ccc(OC(F)F)cc1)c1ccccn1	-10	i	i	i	i	i	i	i	i	-1	-2
O=C(c1ccccc1NS(=O)(=O)c1ccc(F)cc1)N1CCc2ccccc21	-3	i	i	i	i	i	i	i	i	1	-5
COc1cccc(C2CC(c3cccs3)=NN2C(=O)CSC2=NCCS2)c1OC (stereo not given)	-14	i	i	i	i	i	i	i	i	2	.
O=NC1=C(c2c(O)[nH]c3ccccc23)CCCC1	-13	i	i	i	i	i	i	i	i	-2	3
Cc1ccc(CN(C(=O)Cc2cccs2)C(C(=O)NC2CCCC2)c2ccncc2)cc1 (stereo not given)	-14	i	i	i	i	i	i	i	i	2	.
Cc1ccc(NC(=O)Cn2c(=O)c3cccn3c3ccccc32)c(Cl)c1	-6	i	i	i	i	i	i	i	i	2	-3
Additional compounds:
SMILES	hERG rescue	KCNQ1 act	KCNQ1 block	ANO1 block	KCNK3 block	ANO1 activ	TRPC4 potent	KCNK9 inh	TRPC4 agonist	HDAC3 inhib	Dyrk1A ADPGlo
Cc1cc(/C=C(/C#N)c2cccc(Cl)c2)c(C)n1C	-8	i	i	i	i	i	i	i	i	4	.
CCc1ccc(OCC(=O)OCC(=O)c2ccc3c(c2)NC(=O)CO3)cc1	-9	i	i	i	i	i	i	i	i	2	-13
Cc1ccc(C(=O)N2CC3(C)CN(C(=O)c4ccc(C)cc4)CC(C)(C2)C3=O)cc1	-13	i	i	i	i	i	i	i	i	-1	-1
O=C(CCN1C(=O)/C(=C\c2ccccc2)SC1=S)N1CCOCC1	-11	i	i	i	i	i	i	i	i	1	14
COc1cccc(CN2CCC(n3nccc3NC(=O)CCOc3ccccc3)CC2)c1O	-11	i	i	i	i	i	i	i	i	1	.
Fc1ccc(NC(=S)N/N=C/c2ccc(F)c(F)c2)cc1	-3	i	i	i	i	i	i	i	i	-2	.
Cc1ccc(-c2nnn(CC(=O)N(Cc3cccs3)C(C(=O)NC3CCCC3)c3ccncc3)n2)cc1 (stereo not given)	0	i	i	i	i	i	i	i	i	-9	.
Cc1cccc(NC(=O)c2sc(Cl)nc2-c2ccccc2)c1	-3	i	i	i	i	i	i	i	i	-2	15
CCOc1ccc(OCC)c(NC(=O)CSc2nnc(-c3cccnc3)o2)c1	-9	i	i	i	i	i	i	i	i	3	3
O=C(CNC(=O)c1ccccc1)OCC(=O)N1c2ccccc2Sc2ccccc21	-7	i	i	i	i	i	i	i	i	8	-1
Cc1n[nH]c(C)c1CCCOc1ccccc1	0	i	i	i	i	i	i	i	i	12	6
CCCn1c(NC(=O)C2CCN(C(=O)c3ccccc3C)CC2)nc2ccccc21	-8	i	i	i	i	i	i	i	i	-4	9
COc1ccc(C2(CNC(=O)c3cccc([N+](=O)[O-])c3)CCOCC2)cc1OC	-9	i	i	i	i	i	i	i	i	1	-6
COc1ccccc1NC(=O)Nc1ccccc1C(=O)NCCCN1CCOCC1	-2	i	i	i	i	i	i	i	i	0	.
CC1CCc2cc(F)cc3c(O)c(C(=O)NCc4ccco4)c(=O)n1c23 (stereo not given)	3	i	i	.	i	i	i	i	i	.	-4
Nc1cc(=O)[nH]c(SCC(=O)c2ccc(O)cc2O)n1	-2	i	i	i	i	i	i	i	i	3	-5
CCc1ccccc1NC(=O)N1CCC(NC(=O)C(Cc2ccccc2)NC(C)=O)CC1 (stereo not given)	-2	i	i	i	i	i	i	i	i	1	-5
Cc1cccc(N2CCN(C(=O)CN3C(=O)NC(C)(C)C3=O)CC2)c1C	-12	i	i	i	i	i	i	i	i	5	2
Cn1c(=O)[nH]c(=O)c2c1nc(NCc1ccccc1)n2CC(O)c1ccccc1 (stereo not given)	-7	i	i	i	i	i	i	i	i	4	3
O=C(CCC1CCCN(C(=O)c2ccc3c(c2)OCCO3)C1)NCc1ccccc1F (stereo not given)	-8	i	i	i	i	i	i	i	i	-6	6
Cc1c(Cl)c([N+](=O)[O-])nn1Cc1ccc(C(=O)N/N=C\c2cccc(Br)c2)o1	-11	i	i	i	i	i	i	-8.5*	i	7	-4
COc1ccc(CCC(=O)Nc2nnc(C(C)(C)C)s2)cc1	-7	i	i	i	i	i	i	i	i	5	8
C=C(C)C(=O)Nc1cccc(C2=NOC3(C2)C[C@H](C(N)=O)N(C(=O)CC)C3)c1 (stereo not given in full)	-9	i	i	i	i	i	i	i	i	0	-26
Nc1nc(Nc2ccc(Cl)cc2)c(NC=O)c(=O)[nH]1	-3	i	i	i	i	i	i	i	i	-7	.
O=C(CCNS(=O)(=O)c1cccc2nsnc12)Nc1ccc2c(c1)OCCO2	-21	i	i	i	i	i	i	i	i	8	12

7 of these compounds, reformatted.
| Structure | hERG rescue | KCNQ1 act | KCNQ1 block | ANO1 block | KCNK3 block | ANO1 activ | TRPC4 potent | KCNK9 inh | TRPC4 agonist | HDAC3 inhib | Dyrk1A ADPGlo |
| --- | --- | --- | --- | --- | --- | --- | --- | --- | --- | --- | --- |
| COc1cccc(CN2CCC(n3nccc3NC(=O)CCOc3ccccc3)CC2)c1O | -11 | i | i | i | i | i | i | i | i | 1 | . |
| Fc1ccc(NC(=S)N/N=C/c2ccc(F)c(F)c2)cc1 | -3 | i | i | i | i | i | i | i | i | -2 | . |
| Cc1ccc(-c2nnn(CC(=O)N(Cc3cccs3)C(C(=O)NC3CCCC3)c3ccncc3)n2)cc1 (stereo not given) | 0 | i | i | i | i | i | i | i | i | -9 | . |
| Cc1cccc(NC(=O)c2sc(Cl)nc2-c2ccccc2)c1 | -3 | i | i | i | i | i | i | i | i | -2 | 15 |
| CCOc1ccc(OCC)c(NC(=O)CSc2nnc(-c3cccnc3)o2)c1 | -9 | i | i | i | i | i | i | i | i | 3 | 3 |
| O=C(CNC(=O)c1ccccc1)OCC(=O)N1c2ccccc2Sc2ccccc21 | -7 | i | i | i | i | i | i | i | i | 8 | -1 |
| Cc1n[nH]c(C)c1CCCOc1ccccc1 | 0 | i | i | i | i | i | i | i | i | 12 | 6 |

Next part
SMILES	hERG rescue	KCNQ1 act	KCNQ1 block	ANO1 block	KCNK3 block	ANO1 activ	TRPC4 potent	KCNK9 inh	TRPC4 agonist	HDAC3 inhib	Dyrk1A ADPGlo
CSc1nc(C)cc(OCCNS(=O)(=O)c2cc(C)ccc2C)n1	-6	i	i	i	i	i	i	i	i	-2	8
CCC(=O)N1CCc2cc(S(=O)(=O)CCC(=O)Nc3ccc(C)c(F)c3)ccc21	-3	i	i	i	i	i	i	i	i	3	7
CC(=O)N1CCC2(CC1)C(C#N)=C(N)Oc1n[nH]c(CSc3ccc(C)cc3)c12	-17	i	i	i	i	i	i	i	i	-15	10
CS(=O)(=O)c1sc2nc(-c3ccccc3)cc(-c3ccccc3)c2c1N	-20	i	i	i	i	i	i	i	i	-1	-3
O=[N+]([O-])c1ccccc1OCCCNCc1ccccc1	-4	i	i	i	i	i	i	i	i	2	-1
Cc1cc(C)c(S(=O)(=O)N(C2=NCCS2)S(=O)(=O)c2c(C)cc(C)cc2C)c(C)c1	0	i	i	i	i	i	i	i	i	11	-5
O=C(Cn1cncn1)NCc1cc(F)ccc1F	-9	i	i	i	i	i	i	i	i	-10	-3
O=C(c1ccc(-n2ccnc2)cc1)N1CCCC(CO)(Cc2cccc(Cl)c2)C1 (stereo not given)	-3	i	i	i	i	i	i	i	i	-7	-6
COc1ccc(N2CCN(c3nc4ccccc4nc3NS(=O)(=O)c3ccccc3)CC2)cc1	-8	i	i	i	i	i	i	i	i	?	-9
O=C1CC(c2cccs2)Sc2nc3ccccc3n21 (stereo not given)	-4	i	i	i	i	i	i	i	i	1	8
COC(=O)C1=C(N)Oc2cc(C)n(Cc3ccccc3)c(=O)c2C1c1ccccc1 (stereo not given)	-4	i	i	i	i	i	i	i	i	8	5
Cc1ccccc1-c1nnc(CN2CCN(C(=O)c3ccco3)CC2)o1	-14	i	i	i	i	i	i	i	i	5	0
CCOc1ccc(Oc2ccc(Cl)cc2N)cc1	-3	i	i	i	i	i	i	i	i	-3	2
